# Assay outcomes (PubChem)
# EP2 mod: EP2 receptor (human) modulation; P43116; EP2-expressing cells, cAMP HTRF FRET, PGE2 co-stimulation; induction, % at 25 µM; hit rate 0.83% among 260,000; AID 940;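 active = compounds whose cAMP rise, as percent of the full-agonist control response, exceeds 60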;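 also: rat C6 glioma line stably carrying human EP2 under a CMV promoter; the protocol text gives 20 µM as final concentration; 100% = response of wells given 1 µM PGE2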
# zfTRPN1 agonist: agonists of zebrafish TRPN1 channel. activation, % at 3 µM. hit rate 0.18% among 220,000. AID 1424. HEK293 zebrafish TRPN1-YFP, Fluo-8 calcium fluorescence; 100% = response to 87 µM carbachol;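 active = activation above its plate's cutoff, the mean activation of test wells on that plate plus 3 SD, cut at about 19% in these data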;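 also: 0% = DMSO alone and 100% = 87 µM carbachol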
#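 Material: zebrafish TRPN1-YFP in HEK293 cells; Doses: single test compound dose, 3 µM nominal, 0.3% DMSO; Timing: dye loading 1 h at 37 °C, then 30 min room temperature; Technique: intracellular calcium fluorescence with Fluo-8; Benchmarks: high carbachol 87 µM, low DMSO alone.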
# S1P4 ag: human S1P4 receptor agonism; AID 1509; activation, % at 4.98 µM; O95977; hit rate 0.35% among 220,000; S1P4-expressing cell line, agonist reporter assay; in the data active = activation above about 11%;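 also: 0% = DMSO vehicle and 100% = reference agonist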
# CHOP inh: blocks CHOP induction under ER stress | CHO-K1 CHOP-promoter luciferase, tunicamycin-induced, 15-18 h | inhibition, % at 10 µM | hit rate 3.8% among 220,000;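 active = compounds that reduced the stress-induced luciferase reporter signal by more than about 70% of percent inhibition, limit read from the data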;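 also: 0% = tunicamycin plus vehicle and 100% = wells without tunicamycin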
# NPY-Y2 PAM-ag: potentiates or activates human NPY-Y2 receptor; cells expressing NPY-Y2, potentiator/agonist read-out; hit rate 0.45% among 220,000; P49146; activation, % at 3.6 µM; in the data active = activation above about 27%;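 also: cells stimulated with NPY near EC25 plus isoproterenol at EC100; 0% = vehicle plus submaximal agonist and 100% = vehicle plus saturating agonist; some results beyond the cut were filed as inactive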
# Target sequence (P49146 whole entry, looked up): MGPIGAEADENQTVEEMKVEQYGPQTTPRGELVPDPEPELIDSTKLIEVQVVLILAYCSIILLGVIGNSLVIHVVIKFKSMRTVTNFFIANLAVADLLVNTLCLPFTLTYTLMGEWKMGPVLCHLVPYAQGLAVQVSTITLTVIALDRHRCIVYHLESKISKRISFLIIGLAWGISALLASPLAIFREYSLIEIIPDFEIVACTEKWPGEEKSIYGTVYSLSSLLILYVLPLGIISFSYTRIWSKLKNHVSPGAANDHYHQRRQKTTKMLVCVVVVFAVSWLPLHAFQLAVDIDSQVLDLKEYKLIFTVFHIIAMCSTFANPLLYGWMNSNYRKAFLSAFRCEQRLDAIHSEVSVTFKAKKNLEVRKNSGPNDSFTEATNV
# NPY-Y1 PAM-ag: human NPY-Y1 potentiation or agonism, primary screen | AID 1304 | activation, % at 3.6 µM | P25929 | NPY-Y1 expressing cells, potentiator/agonist activation | hit rate 0.37% among 220,000; in the data active = activation above about 33%, passing the limit was not always enough;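 also: cells stimulated with NPY at EC10 then isoproterenol at EC100; 0% = low agonist plus stimulus and 100% = saturating agonist plus stimulus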
# S1P4 antagonist: human S1P4 receptor antagonism; S1P4-expressing cells, antagonist mode, reporter read-out; inhibition, % at 4.98 µM; hit rate 0.26% among 220,000; O95977; in the data active = inhibition above about 29%;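 also: 0% = wells stimulated with agonist and 100% = vehicle wells without agonist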
# NPY Y1 blocker: antagonists of human neuropeptide Y receptor Y1 | inhibition, % at 3.6 µM | HEK293-CNG Y1 cells, membrane potential fluorescence; NPY at EC95, then isoproterenol | AID 1040 | hit rate 1% among 200,000;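 active = inhibition above the campaign mean inhibition of all tested compounds plus 3 SD, cut at about 20% in these data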;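 also: 0% = DMSO wells given NPY plus isoproterenol and 100% = isoproterenol alone without NPY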
#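 material = HEK293 cells with Y1 receptor plus CNG channel | also added = NPY 25 nM then isoproterenol 1 µM plus Ro 20-1724 25 µM | schedule = dye 3 h, compound 60 min room temperature, stimulation 45 min | measured by = membrane potential fluorescence | benchmarks = high control isoproterenol alone, low control NPY with isoproterenol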
# TRPML3 ag: activates the human TRPML3 channel; hit rate 0.29% among 220,000; HEK293 TRPML3-YFP, Fluo-8 calcium fluorescence; 100% = the carbachol control signal; activation, % at 3 µM; AID 1448;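 active = activation above its plate's cutoff, the mean activation of the plate's test wells plus 3 SD, cut at about 12% in these data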;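 also: 0% = DMSO only wells and 100% = carbachol wells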
# Target sequence (Q8TDD5 whole entry, looked up): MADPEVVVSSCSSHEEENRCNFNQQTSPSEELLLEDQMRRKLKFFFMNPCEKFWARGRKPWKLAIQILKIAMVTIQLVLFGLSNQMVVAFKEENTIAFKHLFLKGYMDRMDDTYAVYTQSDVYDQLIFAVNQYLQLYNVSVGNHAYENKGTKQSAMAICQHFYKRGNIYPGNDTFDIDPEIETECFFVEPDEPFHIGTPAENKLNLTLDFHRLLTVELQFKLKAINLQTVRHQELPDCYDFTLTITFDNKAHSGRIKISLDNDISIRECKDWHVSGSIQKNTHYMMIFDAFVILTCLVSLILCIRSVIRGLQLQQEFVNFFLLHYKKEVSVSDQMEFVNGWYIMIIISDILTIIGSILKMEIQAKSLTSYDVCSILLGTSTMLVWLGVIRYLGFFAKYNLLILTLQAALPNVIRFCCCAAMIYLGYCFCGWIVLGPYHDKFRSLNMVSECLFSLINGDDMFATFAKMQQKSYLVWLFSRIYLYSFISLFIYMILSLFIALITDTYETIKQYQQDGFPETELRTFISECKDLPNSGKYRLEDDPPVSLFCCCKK
#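 Test system: TRPML3-YFP stable HEK293 cells. Doses: single point at 3 µM. Incubation: dye loading 1 h 37 °C then 30 min ambient, 125 s read. Signal: Fluo-8 calcium dye fluorescence, ex 470-495, em 515-575 nm. Measure: percent activation from peak-to-basal fluorescence ratio, scaled between DMSO and carbachol.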
# * = called active by the depositor; / = no result given.
SMILES,EP2 mod,zfTRPN1 agonist,S1P4 ag,CHOP inh,NPY-Y2 PAM-ag,NPY-Y1 PAM-ag,S1P4 antagonist,NPY Y1 blocker,TRPML3 ag
O=C1CC(N2CCOCC2)C(=O)N1CCN1C(=O)CC(N2CCOCC2)C1=O (stereo not given),14,0.1,2.5,18,7,1,-30,2,-0.2
CCC(C)[C@H](NC(=O)NCc1ccccc1Cl)C(=O)OC (stereo not given in full),33,-0.7,0.7,20,-6,4,-7,6,-1.2
CC1CCCN(CCOCCSc2ccccc2)C1 (stereo not given),14,1.2,-1.1,4,5,-13,-21,4,0.6
Cc1ccc2c(O)c(C)c(=O)[nH]c2n1,27,1.4,0.0,-10,1,8,-9,1,0.6
Cc1ccc(NC(=S)N=Nc2c(O)n(C)c3ccc(S(=O)(=O)N4CCOCC4)cc23)cc1,10,0.5,2.1,-13,11,-11,5,-5,0.3
CCn1c(=O)c2c(n3cnnc13)-c1ccccc1CC21CCCCC1,37,-0.1,-1.5,39,7,-15,7,-3,0.6
CCNc1nc(NCC)nc(N/N=C/c2ccc([N+](=O)[O-])o2)n1,-23,1.3,-0.3,16,-7,10,-8,1,0.9
Cc1cc(C)c(NC(=O)c2cc(=O)c3ccccc3o2)c(C)c1,12,3.5,1.2,-21,8,20,-13,1,0.9
Cc1nc2c(O)cccc2cc1CO,-29,0.5,0.7,-4,1,10,-8,/,-0.1
Cc1ccc(NC(=O)c2ccc3ncsc3c2)cc1S(=O)(=O)N(C)C,-13,6.0,0.5,7,-4,-4,13,/,1.0
c1ccc2c(c1)OCC(c1csc3ncnc(N4CCOCC4)c13)O2 (stereo not given),23,1.6,0.3,45,-19,-13,-9,2,0.6
Cc1ccsc1/C=N/NC(=O)c1ccc2nc[nH]c2c1,-11,2.4,-0.4,-24,-4,17,-7,0,0.6
CCOC(=O)N1CCN(C(=O)C2CCN(CC3CCCCC3)CC2)CC1,23,0.4,-0.9,3,2,-6,-18,9,1.3
COc1ccc(-c2nc3ccncc3[nH]2)cc1OC,38,1.5,0.0,18,-12,-15,-10,-1,0.7
CN1C(=O)C2(c3ccccc31)C1CCCC=C1C(C#N)=C(N)C2(C#N)C#N (stereo not given),-9,0.1,-1.1,-10,-3,-1,-3,-5,2.3
CCCOc1ccc(C(=O)Nc2nc(C)c(Cc3ccc4c(c3)OCO4)s2)cc1,2,1.4,0.6,41,3,-46,-7,6,0.4
COc1ccc(C(C)(C)C)cc1NC(=O)c1ccc2c(c1)SC1=NS(=O)(=O)CCN12,-10,0.2,0.1,18,-5,-7,-12,4,0.8
O=C(CNC(=O)c1ccco1)N=Nc1c(O)n(CCc2ccccc2)c2ccccc12,12,-0.8,0.5,-53,-32,-9,10,/,-1.8
CCC1CCCCN1C/C=C/c1ccccc1[N+](=O)[O-] (stereo not given),-5,-1.6,2.2,22,2,-6,-18,3,-0.3
Cc1ccc(-c2cn(-c3ccc(SC(F)F)cc3)c3[n+]2CCC3)cc1,-33,0.0,0.7,-9,-3,-8,-18,5,0.4
O=c1[nH]c(=S)c2c(n1-c1ccccc1)CCC2,82*,1.3,-1.0,13,1,-6,1,-5,0.6
O=C(O)c1[nH]c2ccccc2c1-c1ccccc1,16,2.4,1.4,11,-4,14,-15,3,0.4
CCOC(=O)c1[nH]c(C)c(C(=O)Nc2ccc(F)cc2)c1C,-27,0.6,0.3,28,3,5,-18,-2,-0.2
O=C(Nc1cc2c(=O)n(-c3ccc(Oc4ccccc4)cc3)ccc2oc1=O)c1ccccc1,25,0.8,0.9,7,-4,13,4,6,0.9
O=C(Nc1scc(-c2ccccc2)c1C(=O)O)c1ccco1,-12,0.0,-1.6,73*,-11,-38,-22,10,-0.4
Cc1nc(-c2ccncc2)nc(NCCNc2ccc(C(F)(F)F)cn2)c1Cl,28,1.1,-2.5,42,8,-27,12,/,0.7
COc1ccccc1NS(=O)(=O)c1cc(C(=O)N2CC(C)CC(C)C2)ccc1C (stereo not given),29,-1.2,-0.1,19,7,-13,11,6,1.4
O=C(Cc1ccc(Cl)cc1)c1ccc(O)cc1,-5,-0.2,0.7,2,-2,-8,-5,/,0.9
CSC(=S)N/N=C/c1ccccc1,-21,-0.1,1.0,47,3,-4,-9,1,0.8
O=C(O)C1CCCCC1C(=O)NCCc1ccncc1 (stereo not given),-13,0.1,0.1,-3,-19,-8,-26,4,0.3

# 2 records picked at random from those above, as already listed:
SMILES,EP2 mod,zfTRPN1 agonist,S1P4 ag,CHOP inh,NPY-Y2 PAM-ag,NPY-Y1 PAM-ag,S1P4 antagonist,NPY Y1 blocker,TRPML3 ag
O=C(Cc1ccc(Cl)cc1)c1ccc(O)cc1,-5,-0.2,0.7,2,-2,-8,-5,/,0.9
Cc1nc(-c2ccncc2)nc(NCCNc2ccc(C(F)(F)F)cn2)c1Cl,28,1.1,-2.5,42,8,-27,12,/,0.7

# (next part)
SMILES,EP2 mod,zfTRPN1 agonist,S1P4 ag,CHOP inh,NPY-Y2 PAM-ag,NPY-Y1 PAM-ag,S1P4 antagonist,NPY Y1 blocker,TRPML3 ag
Cc1ccc(-c2nnn(CC(=O)N(c3ccccc3F)C(C(=O)NCC3CCCO3)c3c[nH]c4ccccc34)n2)cc1 (stereo not given),3,1.2,2.3,36,0,-13,-24,0,1.0
O=C(CSC(=S)N1CCOCC1)Nc1ncc2c(n1)CC(c1ccco1)CC2=O (stereo not given),-1,1.2,-0.5,0,-19,-9,-8,/,-0.1
Clc1ccc2c(c1)[C@H]1OCC[C@H]1[C@@H](c1ccco1)N2,5,-2.8,-1.4,3,3,-2,8,-2,-0.3
CN1CCN(C(=O)C2=C[C@H](c3csc4ccccc34)C[C@H](OCc3ccc(CO)cc3)O2)CC1,-33,0.5,-1.1,11,-13,2,-3,4,0.8
COc1ccccc1-c1cc(C(=O)Nc2cc(C)on2)no1,40,0.2,0.2,1,1,-5,-9,-2,0.3
Cc1onc(-c2c(F)cccc2Cl)c1C(=O)NC1=NCCS1,5,2.4,-0.6,17,4,20,-2,-5,1.3
CCn1nc(CC(=O)Nc2ccc(-n3cnnn3)c(OC)c2)c2ccccc2c1=O,25,0.3,-0.3,35,-14,-8,-11,3,0.1
O=C(COC(=O)CCC(NC(=O)OCc1ccccc1)C(=O)OCC(=O)Nc1ccccc1)Nc1ccccc1 (stereo not given),-8,-1.0,2.4,6,9,6,-20,-3,0.0
COc1cc(/C=N/O)cc(Br)c1OCC(=O)NCc1ccccc1,-48,0.7,0.9,14,-4,-7,-24,8,0.2
Cc1ccc(-c2cc(C(=O)Nc3ccc(S(=O)(=O)Nc4nc(C)cc(C)n4)cc3)c3ccccc3n2)cc1,32,-1.7,1.8,44,11,-4,-8,-3,0.2
Fc1ccccc1CSc1ncnc2sc3c(c12)CCCC3,38,-0.9,0.4,41,-3,-21,4,4,0.7
Cc1nc2cc(NC(=O)N(C)c3ccc4ccccc4c3)ccc2o1,-39,1.9,-1.1,4,-2,-26,-2,4,0.1
CCCCCCCC(=O)N/N=C(\C)c1ccc(N)cc1,-35,1.9,1.0,0,-37,-9,-7,1,1.3
CCc1ccc(/C=N/NC(=O)c2cc(C3CC3)nc3ccc(Br)cc23)s1,2,-0.1,-2.9,62,-9,6,10,7,0.1
O=C(Cn1cncn1)NCCC(c1ccccc1)c1ccccc1,15,-1.8,1.7,10,0,7,-15,-2,0.8
O=C(O)CCN1CC2([N+](=O)[O-])CC=C(OCCO)C([N+](=O)[O-])(C1)C2 (stereo not given),11,0.8,-0.7,7,2,6,-8,-4,0.5
CCC(=O)N1CCN(c2ccc(NC(=S)NC(=O)c3ccc(OC)c([N+](=O)[O-])c3)cc2)CC1,-64,4.5,-0.7,-15,-7,4,3,6,1.2
COn1cnnc1-c1ccccc1,-2,0.5,-0.9,0,-1,15,3,-5,0.9
CSc1ncc2c(n1)-c1cc(C)ccc1SC2,78*,-0.9,-1.2,45,-15,-1,4,4,-0.3
CC(=O)Nc1cccc(OCC(=O)Nc2ccccc2)c1,-11,-1.0,-0.7,33,3,-6,-14,-7,-0.4

# One compound at a time, from the list above. Screens in order: EP2 mod	zfTRPN1 agonist	S1P4 ag	CHOP inh	NPY-Y2 PAM-ag	NPY-Y1 PAM-ag	S1P4 antagonist	NPY Y1 blocker	TRPML3 ag
# `COc1ccc(-c2nc3ccncc3[nH]2)cc1OC` as listed: 38	1.5	0.0	18	-12	-15	-10	-1	0.7
# `CSC(=S)N/N=C/c1ccccc1` as listed: -21	-0.1	1.0	47	3	-4	-9	1	0.8

# Other records follow.
SMILES,EP2 mod,zfTRPN1 agonist,S1P4 ag,CHOP inh,NPY-Y2 PAM-ag,NPY-Y1 PAM-ag,S1P4 antagonist,NPY Y1 blocker,TRPML3 ag
CCOC(=O)N/N=C(\C)c1ccc(C)c([N+](=O)[O-])c1,24,-1.1,2.2,1,-7,-1,-8,2,0.7
COc1ccc2c(c1)c(C(O)CN1CCN(Cc3ccc4c(c3)OCO4)CC1)c(C)n2C (stereo not given),-44,0.9,-2.0,-14,15,-11,-28,6,0.9
CCCCC(=O)Nc1ccc(C(=O)NCc2ccncc2)cc1,3,-0.1,0.2,-10,3,-7,2,-1,0.7
COc1cc(/C=N/NC(N)=O)ccc1OCC(=O)Nc1ccc(C)c(C)c1,-12,1.8,0.1,18,-16,-14,-7,-1,2.6
CS(=O)(=O)c1ccccc1C(=O)Nc1nc2ccccc2[nH]1,-2,0.4,-0.6,4,7,14,-5,/,0.6
CC(C)S(=O)(=O)c1cnc(N2CCOCC2)nc1N,-35,-0.5,0.9,-3,-6,-8,-18,/,0.4
O=C(Cn1ncc2c1-c1ccccc1OC2)N1CCN(Cc2ccccc2)CC1,-52,4.4,0.3,24,7,20,9,/,1.6
O=C(O)c1c[nH]c2cc(C(F)(F)F)ccc2c1=O,0,1.8,-1.1,18,-7,-9,2,1,0.8
CCOc1ccccc1N1CCN(C(=O)C2c3ccccc3Oc3ccccc32)CC1,31,-2.5,1.2,15,-15,-19,4,6,-1.6
COc1ccc(-c2cc(C(=O)Nc3cc(C)on3)no2)cc1OC,-12,0.4,-0.7,5,-15,15,-11,-1,0.4
Cc1ccc(S(=O)(=O)N2CCCCC2)cc1NC(=O)CSc1ncnc2ccccc12,13,2.0,1.1,-6,-2,19,-19,7,1.2
O=C(C(Cc1ccccc1)N1C(=O)c2ccccc2C1=O)N1CCc2ccccc21 (stereo not given),64*,-0.1,2.2,14,11,-29,-6,-1,1.1
CCc1cc[n+](/C(C(=S)Nc2cccc(C)c2)=C(/[O-])c2ccc(C)c([N+](=O)[O-])c2)cc1,13,1.0,-0.2,-6,42*,39,-5,-3,0.1
CCC(C)NC(=O)CCC(=O)Nc1ccc2nc(N3CC(C)CC(C)C3)cc(C)c2c1 (stereo not given),-22,1.5,2.6,-23,4,6,-8,9,0.6
CCCN(CC1CC1)c1nc(N)c(C#N)c(CC#N)c1C#N,9,-1.6,-0.5,11,-8,-22,10,7,-0.5
CC(=O)N(C(C)=O)n1c(C)nc2sc3c(c2c1=O)CCCC3,26,0.1,-0.8,5,9,-1,20,-3,0.8
Cc1ccc(C(=O)NCCn2c(N)c(C#N)c3nc4ccccc4nc32)cc1,17,-0.1,5.3,-14,-9,-19,-5,3,-0.2
